High-throughput results (PubChem BioAssay)
Rad51 HR inh: blocks human Rad51 in homologous recombination; Q06609; hRad51 DNA strand exchange, fluorescence dequenching; inhibition, % at 10 µM; 200,000 tested, 0.085% active;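 active means inhibition above 40% at the single screening dose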;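 further: 0% = DMSO control wells and 100% = blanks with heterologous ssDNA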
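Material: human Rad51–ssDNA filaments; Probe or stimulus: labelled 47-mer dsDNA for strand exchange; Doses: single 10 µM dose; Incubation: 37 °C 15-min filament assembly, 30-min compound preincubation, 15-min exchange; Technique: FRET fluorescence dequenching, excitation 485 nm, emission 520 nm; Measure: Fluorescence-based percent inhibition, control- and blank-normalised; Benchmarks: plate control and blank wells.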
Tb hexokinase: T. brucei hexokinase 1 inhibition | 220,000 tested, 0.11% active | recombinant TbHK1, G6PDH-coupled NADH A340 | inhibition, % at 10 µM;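 active means inhibition of 50% or more in the single-dose primary screen; inactive means inhibition below 50%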
m-calpain inh: blocks pig calpain II enzyme activity; purified calpain II, fluorogenic peptide substrate, 30 min; inhibition, % at 16 µM; 220,000 tested, 0.37% active; AID 1236;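 active means inhibition above about 50%, limit read from the data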
14-3-3 Bad PPI: disrupts binding of bovine 14-3-3 zeta to phospho-Bad peptide | inhibition, % at 21.7 µM | AID 781 | TR-FRET 14-3-3zeta/Dy647-pBad peptide displacement, 1 h | 220,000 tested, 0.71% active;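 active means inhibition above about 70%, limit read from the data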;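 further: 0% = full 14-3-3 plus peptide FRET controls and 100% = background without 14-3-3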
L929 necroptosis: blocks zVAD induced death of L929 cells | L929 zVAD necroptosis rescue, ATP luminescence, 24 h; with zVAD 60 µM | viability rescue, % at 10 µM | 220,000 tested, 0.38% active | AID 1377;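 active means activation, scaled between plate controls, above about 75%, limit read from the data; inactive means activation under that limit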;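 further: 0% = zVAD with DMSO and 100% = DMSO alone without zVAD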
Hck-Nef inh: inhibitors of human Hck kinase activated by Nef | P08631 | Recombinant Hck-YEEI plus Nef, Z-Lyte FRET kinase assay | inhibition, % at 20 µM | 220,000 tested, 0.68% active | AID 463187;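 active means Hck-Nef kinase inhibition above about 50%, limit read from the data; inactive means inhibition below that limit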;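 further: 0% = DMSO with Hck plus Nef and 100% = Hck alone without Nef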
Target sequence (P08631 whole entry, looked up): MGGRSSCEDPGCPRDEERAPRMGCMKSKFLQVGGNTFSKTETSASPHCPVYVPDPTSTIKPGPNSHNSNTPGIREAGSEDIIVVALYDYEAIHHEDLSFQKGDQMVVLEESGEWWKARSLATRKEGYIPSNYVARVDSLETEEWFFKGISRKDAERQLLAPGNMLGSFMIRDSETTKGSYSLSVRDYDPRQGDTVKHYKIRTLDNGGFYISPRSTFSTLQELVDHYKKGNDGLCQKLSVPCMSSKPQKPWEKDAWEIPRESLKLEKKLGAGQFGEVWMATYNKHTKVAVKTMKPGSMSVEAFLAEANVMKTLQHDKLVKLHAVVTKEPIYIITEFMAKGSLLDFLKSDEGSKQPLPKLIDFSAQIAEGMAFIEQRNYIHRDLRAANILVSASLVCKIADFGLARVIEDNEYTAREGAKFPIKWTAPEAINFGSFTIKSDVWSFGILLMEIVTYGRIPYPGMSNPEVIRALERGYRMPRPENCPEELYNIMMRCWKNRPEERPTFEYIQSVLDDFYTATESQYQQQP
EP2 antag: EP2 receptor (human) inhibition. C6 glioma cells expressing human EP2, cAMP TR-FRET; cells stimulated with saturating PGE2. AID 1422. 260,000 tested, 0.52% active. inhibition, % at 25 µM;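 active means percent inhibition above 40 after rounding to a whole number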;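 further: rat C6 glioma host cells with rolipram phosphodiesterase inhibitor present; the protocol text gives 20 µM as final concentration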
Target sequence (P43116 whole entry, looked up): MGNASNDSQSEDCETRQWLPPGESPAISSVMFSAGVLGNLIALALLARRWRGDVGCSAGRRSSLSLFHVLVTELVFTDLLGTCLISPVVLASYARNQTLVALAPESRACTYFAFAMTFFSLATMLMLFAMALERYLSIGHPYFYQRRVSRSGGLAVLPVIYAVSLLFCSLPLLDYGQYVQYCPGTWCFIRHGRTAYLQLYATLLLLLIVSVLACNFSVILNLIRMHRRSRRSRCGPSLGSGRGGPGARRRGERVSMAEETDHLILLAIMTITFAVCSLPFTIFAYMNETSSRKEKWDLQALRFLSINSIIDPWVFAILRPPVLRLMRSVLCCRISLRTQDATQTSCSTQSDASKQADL
EP2 modulator: EP2 receptor (human) modulation; P43116; EP2-expressing cells, cAMP HTRF FRET, PGE2 co-stimulation; 260,000 tested, 0.83% active; AID 940; induction, % at 25 µM;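 active means compounds whose cAMP rise, as percent of the full-agonist control response, exceeds 60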;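 further: rat C6 glioma line stably carrying human EP2 under a CMV promoter; the protocol text gives 20 µM as final concentration; 100% = response of wells given 1 µM PGE2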
eIF4E-4G inh: eIF4E/eIF4G interaction inhibition in translation initiation; P63073+Q04637; AID 782; inhibition, % at 21.7 µM; 220,000 tested, 0.37% active; TR-FRET eIF4E-eIF4GI(517-606) binding, 2 h;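 active means inhibition above about 30%, limit read from the data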;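 further: 0% = full FRET control wells and 100% = background wells lacking eIF4GI fragment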
Starred values were filed as active, the others as inactive; i = inactive; . = not tested or not shown; & = joins results of further samples; [ ] = dose if it differs, or a comment.

1: Cc1onc(C(=O)Nc2c(C)n(C)n(-c3ccccc3)c2=O)c1[N+](=O)[O-]
2: COc1ccc(N2C(=O)CC(N3CCN(S(=O)(=O)c4ccc(Cl)cc4)CC3)C2=O)cc1 (stereo not drawn)
3: COC(=O)c1c(-c2cccs2)csc1NC(=O)c1cccnc1
4: CC1CN(S(=O)(=O)c2ccc(C(=O)Nc3nnc(-c4ccco4)o3)cc2)CC(C)O1 (stereo not drawn)
5: COc1cccc(/C=c2\s/c(=C/C(=O)c3ccc(C)cc3)[nH]c2=O)c1OC
6: COc1ccc(OC)c(S(=O)(=O)N2CCC(C(=O)NCCc3ccccc3)CC2)c1
7: O=C(CCc1ccccc1)N1CCCN(C(=O)CCc2ccccc2)CC1
8: COc1ccc(C(=O)Oc2ccc(C(C)=O)cc2)c(OC)c1

assay / entry	1	2	3	4	5	6	7	8
Rad51 HR inh	.	-7	-4	3	.	3	.	-2
Tb hexokinase	-8	-1	-9	-12	4	-1	-4	-2
m-calpain inh	-3	-19	0	13	-15	-10	-3	18
14-3-3 Bad PPI	2	-6	32	-14	29[fluorescence artefact?]	-7	-9	-1
L929 necroptosis	-1.2	2.6	1.5	-0.6	1.6	-0.1	-0.3	-0.2
Hck-Nef inh	13	24	1	29	0	2	2	1
EP2 antag	2	7	17	1	7	7	10	11
EP2 modulator	4	-15	-38	24	-26	-12	-5	4
eIF4E-4G inh	1	0	8	-7	-3[fluorescence artefact?]	10	-4[fluorescence artefact?]	-3

Among those listed so far, these contain nitrogen in an aromatic ring.
1: Cc1onc(C(=O)Nc2c(C)n(C)n(-c3ccccc3)c2=O)c1[N+](=O)[O-]
3: COC(=O)c1c(-c2cccs2)csc1NC(=O)c1cccnc1
4: CC1CN(S(=O)(=O)c2ccc(C(=O)Nc3nnc(-c4ccco4)o3)cc2)CC(C)O1 (stereo not drawn)
5: COc1cccc(/C=c2\s/c(=C/C(=O)c3ccc(C)cc3)[nH]c2=O)c1OC

assay / entry	1	3	4	5
Rad51 HR inh	.	-4	3	.
Tb hexokinase	-8	-9	-12	4
m-calpain inh	-3	0	13	-15
14-3-3 Bad PPI	2	32	-14	29[fluorescence artefact?]
L929 necroptosis	-1.2	1.5	-0.6	1.6
Hck-Nef inh	13	1	29	0
EP2 antag	2	17	1	7
EP2 modulator	4	-38	24	-26
eIF4E-4G inh	1	8	-7	-3[fluorescence artefact?]

Next entries follow:
9: c1ccc2sc(NC3=NCN(C4CCCCCC4)CN3)nc2c1
10: CC1=NN(c2cccc(Cl)c2)C(=O)C12CC(C)=C(C)CS2 (stereo not drawn)
11: O=C1NCCN(Cc2ccc(Cl)c(F)c2)C1CC(=O)N1CCc2ccccc2C1 (stereo not drawn)
12: CCOC(=O)N1CCC(NC(=O)CCC(=O)N2CCOc3ccc(Cl)cc32)CC1
13: CCOC(=O)N(NC(=O)C(O)(CC(C)C)CC(C)C)c1ccccc1
14: O=C(Oc1cc2oc(=O)c3c(c2cc1Cl)CCCC3)c1cccs1
15: CC(C)CCNc1c(-c2cccs2)nc2ccccn12
16: CCN(c1ccc(NC(=O)COC(=O)CCC(=O)c2ccc(F)cc2)cc1)C(C)C

assay / entry	9	10	11	12	13	14	15	16
Rad51 HR inh	-1	.	-12	0	10	5	-14	-6
Tb hexokinase	3	4	-8	-5	7	-12	-5	3
m-calpain inh	6	-41	-122	-25	13	-448	i	-3
14-3-3 Bad PPI	0[fluorescence artefact?]	-6	-13	-13	3	5	-19	-21[fluorescence artefact?]
L929 necroptosis	-0.2	-0.8	4.8	2.2	.	0.2	-0.2	-0.3
Hck-Nef inh	-1	1	18	33	-2	78*	16	-2
EP2 antag	12	.	11	5	4	2	14	8
EP2 modulator	36	54	27	-37	16	23	10	-14
eIF4E-4G inh	-6	0[fluorescence artefact?]	3	2	3	18	-1	-8

Filtered by structure, those above containing fluorine
11: O=C1NCCN(Cc2ccc(Cl)c(F)c2)C1CC(=O)N1CCc2ccccc2C1 (stereo not drawn)
16: CCN(c1ccc(NC(=O)COC(=O)CCC(=O)c2ccc(F)cc2)cc1)C(C)C

assay / entry	11	16
Rad51 HR inh	-12	-6
Tb hexokinase	-8	3
m-calpain inh	-122	-3
14-3-3 Bad PPI	-13	-21[fluorescence artefact?]
L929 necroptosis	4.8	-0.3
Hck-Nef inh	18	-2
EP2 antag	11	8
EP2 modulator	27	-14
eIF4E-4G inh	3	-8

(next part)
17: COc1cccc(CNC(=O)CCC2CCCN(C/C=C/c3ccccc3OC)C2)c1 (stereo not drawn)
18: CCCCN1C(=O)Nc2ccccc2S1=O (stereo not drawn)
19: Cc1ccccc1NC(=O)NNC(=O)OC(C)(C)C
20: Oc1ccc(N2CCN(c3nc(-c4cccs4)nc4ccccc34)CC2)cc1
21: Cc1cc(Cl)c(S(=O)(=O)Nc2ccccn2)cc1OCC(N)=O
22: COC(=O)c1ccc(OS(=O)(=O)c2ccc(NC(C)=O)cc2)cc1
23: CN(CC(O)COCc1ccc2c(c1)OCO2)C1CCCCC1 (stereo not drawn)
24: CCOC(=O)C1=C(C)NC(=O)C1CC(=O)O (stereo not drawn)

assay / entry	17	18	19	20	21	22	23	24
Rad51 HR inh	.	.	6	-3	3	15	10	4
Tb hexokinase	-3	2	4	-18	-2	-3	2	-9
m-calpain inh	30	-6	29	-25	7	13	-10	-12
14-3-3 Bad PPI	12	11	0	6	-9	1	0	-6
L929 necroptosis	-0.4	-0.2	8.8	0.3	0.7	0.0	0.3	0.0
Hck-Nef inh	-8	2	17	-21	5	-3	1	1
EP2 antag	2	7	9	5	11	10	1	9&12
EP2 modulator	-10	15	10	25	23	-73	13	3&2
eIF4E-4G inh	5	-2	2	1	5	2	16	3

25: COc1cc2c(cc1OC)CC1(CCCCC1)N=C2
26: CC(c1ccccn1)N(CCN(C)C)C(=S)Nc1cccc(F)c1 (stereo not drawn)
27: O=C(NCCCN1CCN(c2ccccc2F)CC1)C1CCC(=O)N1C1CCCC1 (stereo not drawn)
28: Cc1noc(C)c1S(=O)(=O)N1CCC(C(=O)NC2CCN(Cc3ccccc3)CC2)CC1
29: O=c1[nH]ncc(N2CCCC2)c1Cl
30: COc1ccc(NC(=O)CCCn2cc([N+](=O)[O-])cn2)cc1
31: CCNC(=O)c1sc(=S)n(CC)c1N
32: N#CCCCSc1nnnn1-c1cccc(Cl)c1

assay / entry	25	26	27	28	29	30	31	32
Rad51 HR inh	-44	.	0	2	0	-16	0	.
Tb hexokinase	-10	-7	-2	-5	-10	1	-31	5
m-calpain inh	i	4	7	15	-15	-2	34	-20
14-3-3 Bad PPI	-4	.	7[fluorescence artefact?]	2	-7	-11	-13[fluorescence artefact?]	3[fluorescence artefact?]
L929 necroptosis	1.0	0.0	.	-0.5	-0.5	5.3	-0.3	-1.4
Hck-Nef inh	19	-2	0	3	-9	22	1	4
EP2 antag	9	6	11	8	7	2	16	.
EP2 modulator	8	-15	33	1	9	-7	6	-2
eIF4E-4G inh	-2	.	4	4	81*	3	-5[fluorescence artefact?]	4[fluorescence artefact?]

33: Cc1ccc(CN2CCN(Cc3c[nH]c4ccccc34)CC2CCO)o1 (stereo not drawn)
34: Cc1ccc(NC(=O)Cn2c(O)c(N=NS(=O)(=O)c3ccc(C)cc3)c3ccccc32)cc1
35: CCC1C(=O)N=C(SCC(=O)Nc2nc3ccccc3s2)NC1=O (stereo not drawn)
36: CCCc1cc(C(=O)Nc2nnc(C)s2)cs1
37: CCOC(=O)C1CCN(S(=O)(=O)Cc2ccc(Cl)cc2)CC1
38: O=C(C1CC1)N1CCc2sccc2C1c1ccc(Cl)cc1 (stereo not drawn)
39: CC1CN(C(=O)c2cccc(S(=O)(=O)N3CCOCC3)c2)CC(C)O1 (stereo not drawn)
40: COc1cccc(OCc2nnc(SC)n2C)c1

assay / entry	33	34	35	36	37	38	39	40
Rad51 HR inh	19	5	1	.	7	8	-6	4
Tb hexokinase	4	-5	1	-5	2	-11	-4	2
m-calpain inh	-23	7	-9	6	-24	21	-10	-20
14-3-3 Bad PPI	-8	-18[fluorescence artefact?]	-1	-1	-2[fluorescence artefact?]	-4	9[fluorescence artefact?]	-11
L929 necroptosis	0.1	1.1	0.6	3.9	-0.1	-1.1	1.2	-0.1
Hck-Nef inh	15	1	15	3	0	13	-7	0
EP2 antag	5	-1	5	5	7	19	4	6
EP2 modulator	-30	12	13	33	-25	32	18	28
eIF4E-4G inh	-2	-4	-2	3	-8[fluorescence artefact?]	-3	-3	-5

41: O=C(CN1CCCc2ccccc21)N/N=C/c1ccc(F)cc1F
42: O=C(O)Cc1csc(Nc2cccc(Cl)c2)n1
43: CC(C)N(Cc1nccn1C)C(=O)CCc1nnc(CCCc2ccccc2)o1
44: CC1CCc2c(sc3ncnc(NCCCOC(C)C)c23)C1 (stereo not drawn)
45: CC(=NCCN1CCOCC1)C1=C(O)c2ccccc2C1=O
46: Cc1ccc(C(=O)Nc2ccc(N3CCN(C)CC3)nc2)cc1
47: CC(=O)c1ccc(S(=O)(=O)Nc2cccc(-c3ccc4nncn4n3)c2)cc1
48: Nc1c(N=Nc2ccccc2F)c(=O)[nH]n1-c1ccccc1
49: CCN(CC)C(=O)Cn1ccc(NC(C)=O)nc1=O
50: Cc1nn(C)c(Sc2ccccc2N)c1[N+](=O)[O-]
51: Cc1cccc(N2CCN(C(=O)C3CCN(S(=O)(=O)c4c(C)noc4C)CC3)CC2C)c1 (stereo not drawn)

assay / entry	41	42	43	44	45	46	47	48	49	50	51
Rad51 HR inh	-3	.	-22	-1	6	-4	-2	-1	3	-3	-3
Tb hexokinase	-7	22	-5	-11	-27	-6	-3	-1	-2	-6	2
m-calpain inh	-1	3	10	-11	24	0	-24	0	-26	-36	-33
14-3-3 Bad PPI	-2	-23	1	12	-8	0	-1	1[fluorescence artefact?]	1	-7	-13
L929 necroptosis	0.1	0.2	-0.8	-2.0	1.6	2.9	26	-0.2	0.9	2.3	3.5
Hck-Nef inh	23	4	16	1	-2	18	14	-3	16	27	24
EP2 antag	7	11	6	5	10	5	13	11	4	7	5
EP2 modulator	-6	3	-35	36	-1	-36	-6	-8	27	-7	-30
eIF4E-4G inh	1	1	0	1	-7	0	-1	3	-1	-2	2

The list is partial (hit frequency here may not be typical).
